UDG counterscr = Primary qHTS assay for inhibitors of Activation Induced Cytidine Deaminase (AID): UDG Counterscreen signal; Uracil-DNA glycosylase; FRET deamination/UDG coupled assay, UDG read, 4 h; Potency, µM (top dose mostly 115 µM), inactives show at the highest dose activity change, negative = inhibition, most hits filed as inhibitors; 0.14% of 91,000 active; AID 1347430, 2020; also: nearly all actives have a fitted effect of over 65% in size
AID inh = Primary qHTS assay for inhibitors of Activation Induced Cytidine Deaminase (AID): AID signal; Potency, µM (highest dose often 115 µM), for inactives: top-dose activity change, negative = inhibition, actives largely listed as inhibitors; Single-stranded DNA cytosine deaminase (Homo sapiens), Q9GZX7; 0.32% of 91,000 active; AID deamination FRET fluorescence, UDG-coupled, 4 h; also: nearly all actives have a fitted effect of over 25% in size
Target sequence (Q9GZX7 whole entry, looked up): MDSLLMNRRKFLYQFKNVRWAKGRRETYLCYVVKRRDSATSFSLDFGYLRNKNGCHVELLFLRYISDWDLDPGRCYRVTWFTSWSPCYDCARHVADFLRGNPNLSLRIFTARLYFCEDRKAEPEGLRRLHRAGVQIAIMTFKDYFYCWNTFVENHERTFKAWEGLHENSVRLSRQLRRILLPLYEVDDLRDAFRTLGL
An asterisk follows results filed as active; ? = inconclusive; & = joins results of further samples; [ ] = another dose, or the depositor's remark. Calls follow the shape of the dose curve; as a rule, active = well fitted curve in the direction sought with a large enough effect; inconclusive = small, poorly fitted or top-dose-only effect, or another doubt; inactive = no such curve, though single readings can be large; an effect the other way counts as inactive or inconclusive. % is scaled to controls: 0 for no effect and ±100 for the full control effect; potency is read from the fitted curve at half-maximal effect. Only part of the results is shown. The share of hits here may be higher or lower than overall.

Results follow in this order: UDG counterscr, AID inh
- COc1cccc(CNC(=O)Cc2c(C)c3c(cc(C)c4c(C)coc43)oc2=O)c1
→ 2%, 9%
- Cc1ccc2[nH]c(CSc3nnc(COc4ccccc4C)n3C)cc(=O)c2c1
→ -11%[57.5 µM], 5%
- CCCCc1c(C)nc(N2CCN(c3ccccc3F)CC2)[nH]c1=O
→ 24%, -9%
- Cc1ccc(C(=O)Nc2cc(-c3nc4ncccc4o3)ccc2C)c(C)c1
→ 0%, -23%
- CCN1CCN(C(=O)c2cnn(-c3cccc(C)c3)c2C2CCN(C(=O)OC(C)(C)C)CC2)CC1
→ 27%, -4%
- Cc1ccc(NC(=O)Cn2c(=O)oc3cc(S(=O)(=O)N4CCCCC4)ccc32)c(Cl)c1
→ ?, -10%
- CC(=O)Nc1ccc(C23CC4CC(CC(Cl)(C4)C2)C3)cc1
→ -2%, -9%
- Cc1ccccc1NC(=O)CS(=O)(=O)c1cccc2nsnc12
→ -8%, -4%
- Cc1ccc(CNC(=O)CSc2ncc3c(n2)-c2cc(Cl)ccc2N(C)S3(=O)=O)cc1
→ 3%, 33%[activator]
- O=S(=O)(c1ccc2nc(Nc3cccc(F)c3)ccc2c1)N1CCCC1
→ -15%[57.5 µM], 7%
- CCOc1cc(C2C(C#N)=C(N)Oc3cc(O)ccc32)ccc1OCc1ccccc1 (stereo not drawn)
→ 4%, -5%
- CC(=O)Nc1ccc(/C=N/Nc2ccc(S(N)(=O)=O)cc2[N+](=O)[O-])cc1
→ -15%, -12%
- COc1ccc2c(c1)CCc1c(C(=O)Nc3c(C)nn(Cc4ccc(C)cc4)c3C)noc1-2
→ -6%, 28%
- COc1ccccc1NC(=O)Cn1c(=O)n(-c2ccccc2Cl)c(=O)c2sc3ccccc3c21
→ -15%, -20%
- CCOC(=O)c1cnc2c(Cl)c(Cl)ccc2c1NCCOC(=O)CC
→ 7%, -2%
- CCCN(C(=O)c1cc2ccc3cccnc3c2[nH]1)c1ccc(F)cc1
→ 7%, 5%
- COc1ccc(CCNC(=O)Cn2nc(-c3ccc(Cl)cc3)ccc2=O)cc1OC
→ -5%, ?
- CCc1cc(=O)oc2cc(C)cc(OC(C)C(=O)O)c12 (stereo not drawn)
→ -1%, 1%
- c1ccc(CCCOCC2CCNCC2)cc1
→ -5%, 4%
- CCCn1nc(C(=O)OCC(=O)Nc2ncc(Cl)c(C)c2Cl)c2ccccc2c1=O
→ 6%, 14%
- CN(C)CCOC(=O)COc1ccc(Cl)cc1
→ -8%, 0%
- CCOCCc1nn2c(=O)cc(COC(=O)CNC(=O)c3cccc(C)c3)nc2s1
→ 9%, 98%[activator]
- COc1ccccc1NC(=O)c1c(NC(=O)c2cccs2)sc2c1CCC(C(C)(C)C)C2 (stereo not drawn)
→ -3%[57.5 µM], -6%[57.5 µM]
- COc1cc(-c2noc(-c3ccc(NCc4cccnc4)c([N+](=O)[O-])c3)n2)cc(OC)c1OC
→ 0%, -2%
- COc1cccc2cc(CC(=O)c3ccc(C(C)C)cc3)c(=O)oc12
→ -23%, -9%
- COC(=O)CCNC(=O)CCC1CCCC1
→ -3%, 2%
- O=C1C2=C(Nc3ccccc3SC2c2ccccc2C(F)(F)F)c2ccccc21 (stereo not drawn)
→ -13%[57.5 µM], 50%[activator][57.5 µM]
- COc1cc(NC(=O)C2CCCN(S(=O)(=O)c3ccc4c(c3)oc(=O)n4C)C2)c(C(=O)O)cc1OC (stereo not drawn)
→ -8%, 78%[activator]
- Cc1c(-c2cccc(NC(=O)Nc3ccc(Cl)cc3)c2)nc2ncccn12
→ -3%[57.5 µM], ?
- N#Cc1ccc(S(=O)(=O)N2CCC(C(=O)Nc3ccnn3Cc3ccccc3)CC2)cc1
→ -5%, 0%
- COc1cc(Cl)c(C)cc1NC(=O)CCCN1C(=O)C(c2ccccc2)Oc2cccnc21 (stereo not drawn)
→ -7%, -22%
- CC/C=C(/C)C(=O)NCC(c1cccs1)N(C)C (stereo not drawn)
→ -2%, -2%
- COc1ccccc1CNC(=O)c1ccc2c(c1)N(Cc1cccc(C)c1)C(=O)c1ccccc1S2(=O)=O
→ -11%, -3%
- Cc1cc(NC(=O)Cc2ccsc2)ccc1N1CCCC1=O
→ -6%, 12%
- O=C(NCc1ccccn1)C1CC2CCC1C2 (stereo not drawn)
→ 9%, 7%
- CC(=C/c1ccccc1)/C=N/Nc1ccc(Cl)cc1
→ 1%, -7%
- CCN(CC)CCNC(=O)c1ccc2c(c1)NC(=O)C(CS(=O)(=O)Cc1ccc(F)cc1Cl)N2 (stereo not drawn)
→ 2%, 56%[activator]
- CCOc1ccccc1CNC(=O)CN1C(=O)CCc2cc(S(=O)(=O)N3CCCCC3)ccc21
→ 4%, -6%
- COc1ccc(-c2nnc(-c3ccco3)o2)cc1OC
→ 8%, 20%
- O=C(CCC(=O)c1ccc(F)cc1)OCc1cccc([N+](=O)[O-])c1
→ 8%, 0%
- Cc1ccc(N2CC(NC(=O)c3ccc(S(=O)(=O)N4CCOCC4)cc3)CC2=O)cc1 (stereo not drawn)
→ 45%&-1%[activator], -10%&2%
- COc1ccc(OCC(=O)Nc2ccc(OC)c3ncccc23)cc1
→ -1%, -3%
- CCCCCCNc1nc2c(c(=O)n(C)c(=O)n2C)n1Cc1cccc(C)c1
→ -3%, 2%
- COc1ccc(Oc2coc3cc(OC(=O)c4ccc(Cl)cc4)ccc3c2=O)cc1
→ -1%, 1%
- CCOC(=O)C1CCCN(C(=O)C2CCN(S(=O)(=O)c3c(C)noc3/C=C/c3ccccc3F)CC2)C1 (stereo not drawn)
→ -16%, ?

Sorted by count of non-hydrogen atoms (high to low): some entries from above.
Results follow in this order: UDG counterscr, AID inh
- COc1ccc(OCC(=O)Nc2ccc(OC)c3ncccc23)cc1
→ -1%, -3%
- Cc1cc(NC(=O)Cc2ccsc2)ccc1N1CCCC1=O
→ -6%, 12%
- CC(=C/c1ccccc1)/C=N/Nc1ccc(Cl)cc1
→ 1%, -7%
- O=C(NCc1ccccn1)C1CC2CCC1C2 (stereo not drawn)
→ 9%, 7%

(next part)
Structure,UDG counterscr,AID inh
CCN(CC(=O)NC)S(=O)(=O)N1CCC(C)CC1,-4%,0%
CCCCCCCn1c(SC(CC)C(=O)OCC)nc2c1c(=O)[nH]c(=O)n2C (stereo not drawn),-1%,-19%
COc1cccc(N2CCN(C(=O)c3c(C)oc4ncnc(N5CCCCC5)c34)CC2)c1,?,9%
CC1C=CC2C(=O)N(CC(F)(F)F)C(=O)C2C1C(=O)O (stereo not drawn),11%,2%
CC(Cl)C(=O)Nc1ccc(C(N)=O)cc1 (stereo not drawn),-6%,-11%
CCOc1ccc(CCNS(=O)(=O)c2c(C)nc3sc(C)cn3c2=O)cc1OCC,-10%&0%,-9%&2%
Cc1cc(N2CCCCCC2)n2nc(-c3ccccc3)c(C)c2n1,3%,-13%
CC(=O)NC12CC3CC(C1)CC(C(=O)NCCNC(=O)c1ccc(Cl)cc1)(C3)C2,5%,7%
COc1cc2c(C(=O)N3CCN(c4cc(Cl)ccc4C)CC3)cn(CC(C)C)c(=O)c2cc1OC,2%,8%
Cc1ccc(C2C(C#N)=C(N)N(N3CCOCC3)C3=C2C(=O)CC(C)(C)C3)cc1 (stereo not drawn),5%,0%
COc1ccc(-c2onc(C)c2C)cc1S(=O)(=O)NCc1cccs1,2%,1%
CCc1nnc(NC(=O)CSCc2cc(=O)c3ccc(C)cc3[nH]2)s1,-23%[57.5 µM],6%
CC12CCC(C[N+](C)(CCC[N+](C)(C)C)C1)C2(C)C (stereo not drawn),8%,2%
CCOC(=O)c1[nH]c2ccccc2c1NC(=O)c1c(F)cccc1F,-5%,-2%
CCOc1ccc(OCCCCOc2cccc(Br)c2)cc1,5%,-1%
CCC(=O)N1CCc2cc(Br)cc(S(=O)(=O)CCC(=O)Nc3ccc(CC)cc3)c21,-2%,0%
O=C(Cn1ccc2ccc(Cl)cc21)NCC1CCC(C(=O)O)CC1 (stereo not drawn),2%,4%
NNc1ccc(Br)c2ccccc12,-13%,26%
CC(C)CNC(=O)Cn1c(=O)c2c(ncn2C)n(C)c1=O,-10%,3%
CCc1nn(CC(=O)N(CC)Cc2ccccc2)c(=O)c2cc3occc3n12,-2%,-14%
Cc1cc(OCC(O)CN2CCN(c3cccc(Cl)c3)CC2)ccc1Cl (stereo not drawn),-15%[57.5 µM],?
CCn1nccc1-c1cc(C(=O)O)c2ccc(C)c(C)c2n1,1%,3%
Cc1ccc(NC(=O)Cn2c(SCc3cccc(F)c3)nc3ccncc32)c(C)c1,7%,-11%
COCCCn1c(=O)c2sccc2n2c(CCCC(=O)Nc3cccc(OC)c3)nnc12,12%,7%
COc1ccc(CC(=O)NC(C)c2cccs2)cc1OC (stereo not drawn),0%,4%

In the list so far, 3 have a cyano group:
Structure,UDG counterscr,AID inh
CCOc1cc(C2C(C#N)=C(N)Oc3cc(O)ccc32)ccc1OCc1ccccc1 (stereo not drawn),4%,-5%
N#Cc1ccc(S(=O)(=O)N2CCC(C(=O)Nc3ccnn3Cc3ccccc3)CC2)cc1,-5%,0%
Cc1ccc(C2C(C#N)=C(N)N(N3CCOCC3)C3=C2C(=O)CC(C)(C)C3)cc1 (stereo not drawn),5%,0%

New compounds follow.
Structure,UDG counterscr,AID inh
CC(=O)c1cccc(NC(=O)c2c3c(nc4c2cnn4C(C)C)CCC3)c1,2%,-8%
O=C(c1cc2ccccc2[nH]1)N1CCC(C(=O)N2CCCCCC2)CC1,-9%,-3%
CCOC(=O)C1CCN([C@H]2CS(=O)(=O)C[C@@H]2S(=O)(=O)c2ccc(OC)cc2)CC1,-4%,-5%
CN(C)CCNC(=O)CNc1nc(Cl)nc2nc[nH]c12,2%,-6%
CSc1ccc(/C=C2/C(=O)c3ccccc3OC2c2ccccc2)cc1 (stereo not drawn),5%,-14%
COC(=O)c1cc(S(=O)(=O)Nc2ccc(C)c(F)c2)c[nH]1,-2%,-1%
Cc1ccc(NC(=O)[C@H](Cc2ccccc2)NC(=O)OC(C)(C)C)cc1,-20%,-21%
Cc1ccc(C23CC4CC(CC(C(=O)Nc5ccccc5Br)(C4)C2)C3)cc1,-8%,-8%
CCOC(=O)c1cccc(NC(=O)c2cc(CN3CCCC3)on2)c1,-3%,15%
COc1ccc(NC(=O)c2oc3ccc(S(=O)(=O)N(C)C4CCCCC4)cc3c2C)cc1Cl,-12%,-11%
CC(C)Oc1ccc(CNC(=O)c2cc3ccccn3n2)cc1,-1%,9%
CC(=O)Nc1ccc(S(=O)(=O)N(Cc2ccccc2)Cc2ccccc2)cc1,-10%[57.5 µM],?
O=C(Cn1cc(C(F)(F)F)cc(Cl)c1=O)Nc1ccccc1Br,1%,1%
CCOC(=O)N1CCN(C(=O)CN(c2cccc(Cl)c2)S(=O)(=O)c2ccccc2)CC1,-7%,?
CC(C)c1ccc(C(=O)NCCC2=CCCCC2)cc1,-6%,-8%
COc1ccccc1-c1nc2n(n1)C(c1ccccc1Cl)C(C(=O)Nc1cccnc1)=C(C)N2 (stereo not drawn),10%,0%
CSc1ccccc1C(=O)NC(c1ccccc1)c1ccccc1,-9%,-8%
CCOC(=O)c1cnc2ccccc2c1N1CCC(O)CC1,0%,4%
CC(C)OC(=O)c1ccn[nH]1,-13%,-6%
COc1ccc(/C=C/C(=O)Sc2ccc(C)cc2)cc1,-4%,14%
Cc1cccc(C(=O)Nc2cccc(C(=O)OCc3cc(=O)n4nc(C(C)C)sc4n3)c2)c1,-1%,22%
Cc1c(CCC(=O)NC2CCCCCC2)c(=O)oc2cc(O)ccc12,3%,-1%
O=C(Nc1ccc(Br)cc1)c1cccc(C(=O)Nc2ccc(Br)cc2)c1,-8%[57.5 µM],-5%
COc1cc(C(=O)O)c(Br)cc1OC(C)C,-3%,-5%
O=C(Nc1ccc(Br)cc1)C1CC2CCC1C2 (stereo not drawn),-19%,-15%
O=C(NCc1ccc(C(F)(F)F)cc1)C1CCN(S(=O)(=O)/C=C/c2ccccc2)CC1,0%,0%
O=C(O)CNS(=O)(=O)c1ccc(Br)cc1,-14%,-2%
COc1ccc(CNC(=O)C2CCN(S(=O)(=O)c3ccc4nc5c(c(C(=O)O)c4c3)CC(C)CC5)CC2)cc1 (stereo not drawn),2%,15%
COc1ccccc1/C=C/c1nc(C#N)c(NC2CCCCC2)o1,-10%[57.5 µM],-11%
Fc1ccc(/C=C2\CCCC3=C2N=C2SC=C(c4ccccc4)N2C3c2ccc(F)cc2)cc1 (stereo not drawn),6%,7%
Cc1nc2cc(NC(=O)c3ccc(Cl)c(Cl)c3)ccc2o1,-11%,-9%
O=C(NCc1ccccc1)c1ccc2c(c1)nc1n2CCOC1,10%,-2%
CC(C)Oc1cccc(C(=O)Nc2ccc3oc(-c4ccccc4)nc3c2)c1,-23%,?
CCOC(=O)c1ccc(CN(Cc2ccc(F)cc2)S(=O)(=O)c2cc(C(=O)Nc3ccccc3CC)ccc2F)cc1,-10%,-26%
CS(=O)c1ccc(C(=O)OCc2cc(Cl)c3c(c2)OCCCO3)cc1 (stereo not drawn),-1%,-11%
COc1ccc(NC(=C(C#N)C#N)C(F)(F)Cl)cc1,-4%,6%
Cc1sc2nc(SCC(=O)N3CCCCC3)[nH]c(=O)c2c1C,-4%,-2%
O=C(NCC(c1ccccc1)c1ccccc1)c1n[nH]c(=O)c2ccccc12,-3%,-3%
O=C(Nc1cccc(Cl)c1)c1csnn1,3%,4%
CCOc1ccccc1NC(=O)Cn1cnc2sc(C)c(S(=O)(=O)N3CCC(C)CC3)c2c1=O,-5%,4%

High-throughput results: PubChem, National Center for Advancing Translational Sciences (NCATS)
